LRH-1 inv ag = NR5A2 inverse agonism in reporter assay. HEK293T StAR-luciferase reporter, LRH-1 transfected, 24 h. inhibition, % at 3.6 µM. actives 0.13% (n = 360,000);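 active = inhibition above the mean inhibition of all tested compounds plus 3 SD, cut at about 73% in these data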;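 also: 0% = DMSO wells and 100% = reporter-only cells lacking LRH-1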
SRC1 inh = human NCOA1 inhibition. actives 0.12% (n = 360,000). AID 588354. Q15788. HEK293 GAL4-SRC1 luciferase reporter, luminescence. inhibition, % at 3.6 µM;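 active = inhibition above the campaign mean plus 3 SD, with each screening campaign given its own cutoff, cut at about 60% in these data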;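 also: 0% = DMSO treated cells and 100% = gossypol at 36 µM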
SRC2 inh = human SRC2 (NCOA2) inhibition | AID 651957 | Q15596 | actives 0.17% (n = 370,000) | inhibition, % at 9 µM | HEK293 GAL4-SRC2 luciferase reporter, luminescence;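 active = inhibition above the mean inhibition of all tested compounds plus 3 SD, set per campaign, cut at about 52% in these data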;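 also: 0% = DMSO treated cells and 100% = cells given Gossypol at 36 µM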
Target sequence (Q15596 whole entry, looked up, the tested form may be a part): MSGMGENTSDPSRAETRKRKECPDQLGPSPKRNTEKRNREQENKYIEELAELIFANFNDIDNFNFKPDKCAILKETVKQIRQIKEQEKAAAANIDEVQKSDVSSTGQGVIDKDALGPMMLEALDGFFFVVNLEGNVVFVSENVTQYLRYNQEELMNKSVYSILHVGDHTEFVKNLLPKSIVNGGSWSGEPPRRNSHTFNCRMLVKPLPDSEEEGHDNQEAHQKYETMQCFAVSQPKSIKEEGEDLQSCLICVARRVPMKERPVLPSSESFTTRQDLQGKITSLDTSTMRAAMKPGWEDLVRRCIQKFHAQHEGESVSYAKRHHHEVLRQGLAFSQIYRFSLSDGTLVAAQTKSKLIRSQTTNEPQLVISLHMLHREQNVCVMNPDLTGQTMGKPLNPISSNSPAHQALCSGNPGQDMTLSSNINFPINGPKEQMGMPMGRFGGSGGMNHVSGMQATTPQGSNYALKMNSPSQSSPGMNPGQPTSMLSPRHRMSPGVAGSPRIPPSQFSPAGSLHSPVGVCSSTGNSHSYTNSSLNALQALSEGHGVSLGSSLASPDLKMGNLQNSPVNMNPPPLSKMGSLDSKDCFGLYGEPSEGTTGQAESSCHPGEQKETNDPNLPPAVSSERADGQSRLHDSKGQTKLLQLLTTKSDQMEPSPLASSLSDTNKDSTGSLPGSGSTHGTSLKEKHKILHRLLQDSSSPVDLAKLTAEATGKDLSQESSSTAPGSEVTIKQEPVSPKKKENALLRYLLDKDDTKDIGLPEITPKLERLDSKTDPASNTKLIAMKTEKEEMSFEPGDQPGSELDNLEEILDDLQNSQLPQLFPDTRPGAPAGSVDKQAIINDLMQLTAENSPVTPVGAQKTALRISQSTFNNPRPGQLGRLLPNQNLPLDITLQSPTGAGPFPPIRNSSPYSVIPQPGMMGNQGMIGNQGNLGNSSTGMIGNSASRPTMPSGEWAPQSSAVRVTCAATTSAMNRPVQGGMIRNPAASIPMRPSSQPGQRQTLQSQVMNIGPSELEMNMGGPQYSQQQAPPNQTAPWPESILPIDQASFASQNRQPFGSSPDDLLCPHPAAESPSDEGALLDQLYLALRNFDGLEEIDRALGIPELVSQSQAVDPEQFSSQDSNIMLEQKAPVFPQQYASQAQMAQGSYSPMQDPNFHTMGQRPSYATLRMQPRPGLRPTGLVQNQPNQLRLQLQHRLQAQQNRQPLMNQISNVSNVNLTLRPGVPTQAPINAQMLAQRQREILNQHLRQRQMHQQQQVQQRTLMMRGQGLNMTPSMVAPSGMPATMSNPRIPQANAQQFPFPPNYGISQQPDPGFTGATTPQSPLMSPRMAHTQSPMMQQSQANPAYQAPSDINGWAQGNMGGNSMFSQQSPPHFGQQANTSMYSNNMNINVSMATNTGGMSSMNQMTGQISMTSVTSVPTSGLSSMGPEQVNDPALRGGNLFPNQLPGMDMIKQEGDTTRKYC
NOD2 RIPK2 PPI = blocks binding of human NOD2 to RIPK2. actives 0.38% (n = 360,000). CHO BLA complementation NOD2-RIPK2, CCF4 ratio. O43353. inhibition, % at 4.98 µM; in the data active = inhibition above about 21%;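 also: 0% = vehicle only and 100% = reference blocker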
NR2F2 inh = blocks human COUP-TFII nuclear receptor; P24468; HEK293T NGFI-A luciferase reporter, luminescence; inhibition, % at 8.6 µM; actives 0.7% (n = 370,000); AID 686940;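 active = inhibition above a per-plate cutoff, mean inhibition of test wells between control levels plus 3 SD, cut at about 38% in these data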;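 also: cells cotransfected with COUP-TFII expression vector driving the NGFI-A reporter; 0% = median of COUP-TF2 test wells and 100% = reporter-only cells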
ABHD5 PLIN5 PPI = blocks binding of human ABHD5 to perilipin-5; Split G. princeps luciferase complementation, luminescence, 4 h; actives 0.78% (n = 360,000); inhibition, % at 4 µM; Q00G26+Q8WTS1;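 active = inhibition above the mean inhibition across every tested compound plus 3 SD, cut at about 22% in these data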;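 also: 0% = DMSO only wells and the 100% control is not disclosed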
TROY NFkB inh = TROY signaling inhibition | actives 0.98% (n = 360,000) | inhibition, % at 10 µM | Q293 LMP1-TROYcd NF-kB luciferase reporter, 4 h | AID 1347056;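 active = compounds whose plate-normalised and pattern-corrected inhibition of the luciferase reporter signal at the single screening dose is 50% or more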
TWEAK Fn14 block = blocks TWEAK-Fn14 interaction in a reporter cell assay; actives 2% (n = 360,000); TWEAK-stimulated Fn14 reporter cells, luciferase luminescence, 8 h; inhibition, % at 10 µM; in the data active = inhibition above about 50%
TLR9-MyD88 block = inhibitors of human TLR9-MyD88 binding; Q9NR96+Q99836; CHO BLA complementation TLR9-MyD88, CCF4 FRET ratio; inhibition, % at 4.98 µM; actives 0.21% (n = 340,000); AID 504734;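 active = inhibition above the mean over all tested compounds plus 3 SD, cut at about 21% in these data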;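 also: 0% = DMSO only wells and 100% = clavulanate BLA inhibitor control wells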
NCOA3 inh = inhibitors of human steroid receptor coactivator 3 (SRC3); Q9Y6Q9; HEK293 GAL4-SRC3 luciferase reporter, luminescence; inhibition, % at 3.6 µM; actives 0.17% (n = 360,000); AID 588352;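 active = inhibition above a per-campaign cutoff, the mean of all compounds plus 3 SD, cut at about 60% in these data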;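 also: 0% = DMSO-treated cells and 100% = gossypol-treated cells at 36 µM; higher means less SRC3-driven luciferase light from the GAL4 reporter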
Granule exo inh = lytic granule exocytosis inhibition; TALL-104 LAMP-1 surface exposure, flow cytometry; cells stimulated with thapsigargin and PMA; inhibition, % at 10 µM; AID 651702; actives 0.66% (n = 360,000);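 active = inhibition above about 55%, limit read from the data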
The depositor's hits bear a star; . = not tested or not shown.

SMILES	LRH-1 inv ag	SRC1 inh	SRC2 inh	NOD2 RIPK2 PPI	NR2F2 inh	ABHD5 PLIN5 PPI	TROY NFkB inh	TWEAK Fn14 block	TLR9-MyD88 block	NCOA3 inh	Granule exo inh
Cc1ccc(-c2cc(C(F)F)n3ncc(C(=O)N4CCCCC4c4cccnc4)c3n2)cc1 (stereo not given)	8	-3	-16	-2	13	11	7	-9	-1	7	0
O=C1OC(c2ccc(Br)cc2)=N/C1=C\N1CCCCC1	-65	-62	-24	-2	-29	5	-55	-20	-4	-91	4
O=C(C(=O)c1cc(Br)ccc1O)c1cc(Br)ccc1O	16	-2	16	-7	39*	-6	66*	34	-4	17	1
Cc1cc(C)cc(OCC(=O)Nc2cc(C)on2)c1	-4	11	9	3	15	-6	-4	-16	3	19	3
Cc1cc(C)c2nc(SCCC#N)nc(C)c2c1	-28	-3	-39	-4	-4	5	-6	-40	3	-6	8
Cn1c(Cn2c(=O)sc3ccccc32)nnc1SCc1ccccc1	-18	-6	-6	-10	-16	-1	-13	0	1	1	-4
CCOc1ccccc1N(C(=O)c1snc(C(N)=O)c1N)C(C(=O)NC1CCCC1)c1ccco1 (stereo not given)	0	-4	11	6	13	2	2	16	-3	-8	-4
Cc1ccc(S(=O)(=O)N2CCOCC2)cc1NC(=O)COC(=O)C1CCC1	-3	1	-15	-9	22	0	-8	-20	-17	4	-10
CN1CCN(C(=O)c2cc3nc(-c4ccc(Cl)cc4)cc(C(F)(F)F)n3n2)CC1	-10	-4	-5	0	10	4	0	-3	9	2	2
COc1ccc(-c2ccc(-c3cc(=O)oc4cc(OC)c(OC)c(OC)c34)cc2)cc1	-7	11	-2	-5	-3	12	-14	38	-4	0	-4
O=C(O)CSCC(=O)Nc1ccc(C(=O)O)cc1	5	5	-22	3	-1	-1	-7	-6	-2	21	-2
COC(=O)Nc1ccc2c(c1)ncn2C1CCCCC1	-10	-8	-46	-4	-13	-1	-6	-4	6	-6	10
Fc1ccc(CSc2nnc(Cc3sc(-c4ccccc4)nc3-c3ccccc3)o2)cc1	-8	1	-5	1	3	0	-14	1	-2	2	2
COc1cccc(CNC(=O)c2cc3c(c(-c4cccc(-c5cccc(C#N)c5)c4)n2)[C@H](CCO)N(S(=O)C(C)(C)C)C3)c1 (stereo not given in full)	16	0	-19	-6	-5	14	-9	22	.	35	6
CC(C)C(=O)N1CCC2(CC1)Oc1ccc(Cl)cc1C(=O)C21CC(c2ccccc2)=NO1 (stereo not given)	-1	-4	-8	6	5	-1	15	-5	-2	-8	-3
O=C(NCCc1ccccc1)C(=O)NCC1OCCN1S(=O)(=O)c1ccccc1 (stereo not given)	-13	20	6	-3	5	-7	3	13	-2	0	0
O=C(COc1ccccc1Cl)Nc1ccc(S(=O)(=O)Nc2ccccn2)cc1	4	1	-8	1	5	1	16	-23	1	5	7
CCC1CCCCN1C(=O)CCCc1ccccc1 (stereo not given)	-40	-29	-33	-16	-2	2	-4	-6	2	-67	-3
C=CCn1c2ccccc2c(=O)c2cc(C#Cc3ccccn3)ccc21	-87	-104	-63	6	-40	13	-78	-101	0	-102	10
CCOC(=O)C1=C(C)N=c2s/c(=C\c3ccc(OC(C)=O)cc3)c(=O)n2C1/C=C/c1ccccc1 (stereo not given)	-15	-5	-7	2	2	-4	1	-16	-4	2	-3
O=C(NNC(=O)c1cccs1)c1ccc(S(=O)(=O)N2CCCCC2)cc1	14	8	-17	11	-11	-11	16	6	-4	8	1
O=C(CCc1ccccc1)NCc1ccc(F)cc1	-21	-5	13	-13	-12	-4	0	11	-10	-11	0
Cc1ccc(C(=O)Nc2ccc(S(=O)(=O)Nc3ncccn3)cc2)cc1[N+](=O)[O-]	-2	10	-14	-6	20	-2	20	-11	-14	8	-4
Cc1cccc(C)c1NC(=S)Nc1ccc(F)cc1	7	-13	-19	17	-2	-3	-6	-4	5	10	0
CCN(CC)C(=S)Nc1cc(C(=O)OC)ccc1C(=O)OC	-5	-5	21	-15	-7	1	-21	-31	-7	22	0
Cc1cc(NC(=O)c2ccc(COc3ccc(Cl)c(C)c3)o2)no1	1	17	4	-8	-7	6	-24	-2	-6	-9	6
O=Cc1c(-[n+]2ccccc2)nc([O-])n1-c1ccccc1	-5	-9	-4	-7	-4	-1	-11	-8	-4	-3	2
Cc1ccccc1C(=O)c1c[nH]c(C(=O)N=CN(C)C)c1	12	-25	15	-2	-15	0	-1	-15	9	9	-1
COc1ccc(CCCNC(=O)C2CCC(=O)N(CCCN3CCCC3=O)C2)cc1 (stereo not given)	4	-3	-7	-8	15	12	-7	18	-7	-11	-8
CCN(CC)C1CCN(C(=O)c2ccc(OC3CCN(CCc4ccccc4)CC3)cc2)C1 (stereo not given)	-15	5	-17	2	-11	9	29	6	-9	-6	1
CCc1ccc2oc(C(=O)N3CCN(c4ccccc4OC)CC3)cc(=O)c2c1	0	1	13	2	-3	2	1	-12	-5	-12	12
CCCCCCCCCCOC(=O)C[N+](C)(C)CC1CCCCC1O (stereo not given)	10	4	21	-5	5	18	20	-10	2	15	-5
CC(=O)NNC(=O)c1[nH]c2ccc(Br)cc2c1-c1ccccc1	3	24	8	9	-2	-2	17	31	-8	5	-8
O=C1CCC(=O)N1CCOP1(=O)COc2ccccc2OC1	3	0	2	-3	10	-1	-7	7	-2	-8	0
CCOc1ccc(C(=O)N[C@H](C(=O)Nc2ccc(S(=O)(=O)Nc3nccs3)cc2)C(C)C)cc1	2	-7	-44	-11	12	-3	-7	26	2	6	-5
O=C(O)CCc1cccnc1	8	-7	-5	3	-5	9	-2	-10	9	-1	4
O=C(NO)c1cc(OCC(F)(F)F)ccc1OCC(F)(F)F	-4	11	14	-4	0	0	-5	6	13	9	-4
Cc1ccc(OCCSCc2nc3ccccc3[nH]2)cc1	1	6	18	2	24	1	8	2	-2	3	-3
CCOCCCn1c(=S)[nH]c2cc(C(=O)NCCc3ccc(OC)c(OC)c3)ccc2c1=O	0	0	13	2	-11	-8	-14	-21	-1	1	3
COc1ccc(N(Cc2ccccc2)C(=O)OC(C)(C)C)c(C(=O)N(C)OC)c1	0	-4	4	2	-10	7	15	-3	4	9	0

Another view of 8 compounds above.
| Compound | LRH-1 inv ag | SRC1 inh | SRC2 inh | NOD2 RIPK2 PPI | NR2F2 inh | ABHD5 PLIN5 PPI | TROY NFkB inh | TWEAK Fn14 block | TLR9-MyD88 block | NCOA3 inh | Granule exo inh |
| --- | --- | --- | --- | --- | --- | --- | --- | --- | --- | --- | --- |
| CC(=O)NNC(=O)c1[nH]c2ccc(Br)cc2c1-c1ccccc1 | 3 | 24 | 8 | 9 | -2 | -2 | 17 | 31 | -8 | 5 | -8 |
| O=C1CCC(=O)N1CCOP1(=O)COc2ccccc2OC1 | 3 | 0 | 2 | -3 | 10 | -1 | -7 | 7 | -2 | -8 | 0 |
| CCOc1ccc(C(=O)N[C@H](C(=O)Nc2ccc(S(=O)(=O)Nc3nccs3)cc2)C(C)C)cc1 | 2 | -7 | -44 | -11 | 12 | -3 | -7 | 26 | 2 | 6 | -5 |
| O=C(O)CCc1cccnc1 | 8 | -7 | -5 | 3 | -5 | 9 | -2 | -10 | 9 | -1 | 4 |
| O=C(NO)c1cc(OCC(F)(F)F)ccc1OCC(F)(F)F | -4 | 11 | 14 | -4 | 0 | 0 | -5 | 6 | 13 | 9 | -4 |
| Cc1ccc(OCCSCc2nc3ccccc3[nH]2)cc1 | 1 | 6 | 18 | 2 | 24 | 1 | 8 | 2 | -2 | 3 | -3 |
| CCOCCCn1c(=S)[nH]c2cc(C(=O)NCCc3ccc(OC)c(OC)c3)ccc2c1=O | 0 | 0 | 13 | 2 | -11 | -8 | -14 | -21 | -1 | 1 | 3 |
| COc1ccc(N(Cc2ccccc2)C(=O)OC(C)(C)C)c(C(=O)N(C)OC)c1 | 0 | -4 | 4 | 2 | -10 | 7 | 15 | -3 | 4 | 9 | 0 |

Going on with the list.
SMILES	LRH-1 inv ag	SRC1 inh	SRC2 inh	NOD2 RIPK2 PPI	NR2F2 inh	ABHD5 PLIN5 PPI	TROY NFkB inh	TWEAK Fn14 block	TLR9-MyD88 block	NCOA3 inh	Granule exo inh
COc1ccc(C(=O)N2C=Cc3ccccc3C2C(N)=O)cc1 (stereo not given)	4	-5	-1	-5	2	-4	-8	18	0	10	17
C/C(=N\N1CCN(c2ccc(Cl)cc2)CC1)c1ccco1	2	-13	-6	10	13	-3	-15	-22	-7	28	1
C=C(C)COc1ccc(-c2[nH]ncc2-c2ccccc2)c(O)c1	-1	4	-14	0	-11	-23	7	2	13	6	85*
N#C/C(=C\c1c(N2CCCCC2)nc2ccccn2c1=O)C(=O)NC1CCS(=O)(=O)C1 (stereo not given)	-15	-14	-32	0	0	-2	-3	5	-25	11	0
Clc1cccc(Cc2c(-c3ccco3)nc3ccc(Br)cn23)c1	-16	-21	-42	-1	3	49*	6	46	.	-22	51
Cc1ccc(C)c(OCCC(=O)NNC(=O)c2ccccc2F)c1	-11	-5	2	-5	-10	-14	11	9	0	-3	-2
CCc1nc2c(OCc3ccc(OC(F)F)cc3)cccn2c1N(C)C(=O)c1ccco1	-27	6	1	-5	20	6	-5	-2	.	3	3
CCCCSCc1nc2nc(Cl)c(Cl)nc2[nH]1	-21	-7	5	-11	2	-6	39	0	2	-11	-1
CC(=O)Oc1ccc(/C=C2\C=C(c3ccc(C)cc3)OC2=O)cc1	-15	6	18	0	-14	-3	1	-8	4	13	7
CCC(CO)NCc1cc(OC)c(OCC(=O)NCCc2ccccc2)cc1Br (stereo not given)	-15	-13	-13	1	-1	5	17	8	5	-6	2
O=C(O)CCC(=O)N1CCc2cc(S(=O)(=O)N(CCc3ccccc3)Cc3ccccc3)ccc21	-3	0	6	6	3	10	-30	6	18	11	-1
O=C1C2ON(c3ccccc3)C(c3cccnc3)C2C(=O)N1c1ccc(Cl)c(Cl)c1 (stereo not given)	-6	1	1	0	-7	-3	-16	6	10	-3	-1

Only part of the results is shown. The share of hits here may be higher or lower than overall.
